hDAT+cocaine: changed hDAT dopamine uptake under cocaine IC80, either direction, primary screen, cocaine antagonist project, cell-based, LLC-PK1 hDAT, [14C]-dopamine uptake, MLSMR. Sodium-dependent dopamine transporter (Homo sapiens), Q01959. LLC-PK1 hDAT cells, [14C]-dopamine uptake with cocaine IC80; actives deviate in either direction. B-score at 10 µM. 110,000 tested, 1.3% active;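 active = Z score or B-score, a plate-position-corrected score, falls beyond the plate's 99.7% confidence bounds, in either direction; inactive = both scores lie inside the 99.7% bounds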;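 also: scored against the spread of the other compound wells on the same plate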
Target sequence (Q01959 whole entry, looked up): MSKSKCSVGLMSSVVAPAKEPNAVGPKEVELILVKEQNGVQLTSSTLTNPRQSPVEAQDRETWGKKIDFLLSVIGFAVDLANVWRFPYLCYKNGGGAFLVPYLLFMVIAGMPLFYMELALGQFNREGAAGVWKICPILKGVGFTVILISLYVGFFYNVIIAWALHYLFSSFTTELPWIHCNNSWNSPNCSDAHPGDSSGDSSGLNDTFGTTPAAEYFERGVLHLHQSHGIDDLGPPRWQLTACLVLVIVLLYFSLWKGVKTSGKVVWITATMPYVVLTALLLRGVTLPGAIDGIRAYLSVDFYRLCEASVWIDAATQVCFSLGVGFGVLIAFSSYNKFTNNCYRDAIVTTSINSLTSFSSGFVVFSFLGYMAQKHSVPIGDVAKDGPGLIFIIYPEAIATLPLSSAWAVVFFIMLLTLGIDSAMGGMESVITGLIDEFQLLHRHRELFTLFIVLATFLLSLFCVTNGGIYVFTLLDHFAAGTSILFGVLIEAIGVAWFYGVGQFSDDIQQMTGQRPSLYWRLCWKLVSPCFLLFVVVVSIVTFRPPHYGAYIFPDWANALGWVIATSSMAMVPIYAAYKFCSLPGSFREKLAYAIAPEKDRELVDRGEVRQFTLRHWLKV
Candida biofilm: clotrimazole potentiators killing Candida biofilms, primary screen, with clotrimazole, Alamar Blue; 85,000 tested, 0.14% active; inhibition, % at 6 µM; C. albicans biofilm + clotrimazole;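 active = inhibition above 20%; inactive = inhibition below 20%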;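 also: preformed 24 hr biofilms exposed to compound for 48 hr; 0% = biofilm without compound and 100% = blank killed by clotrimazole plus chlorhexidine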
CYP2C19 act: human CYP2C19 activators, primary screen, biochemical, luminescence. 96,000 tested, under 10 active. AID 1025, 2008. recombinant CYP2C19, luciferin-H EGE luminescence; hits give high values; 0 = fully inhibited enzyme, 1 = untreated enzyme. activation factor at 5 µM;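 active = activation factor of at least 2 at 5 µM in the primary screen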;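 also: 0 = wells with 2.5 mM tranylcypromine and 1 = vehicle-only wells; values of inactives mirror those of a sister screen read the other way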
Target sequence (P33261 whole entry, looked up): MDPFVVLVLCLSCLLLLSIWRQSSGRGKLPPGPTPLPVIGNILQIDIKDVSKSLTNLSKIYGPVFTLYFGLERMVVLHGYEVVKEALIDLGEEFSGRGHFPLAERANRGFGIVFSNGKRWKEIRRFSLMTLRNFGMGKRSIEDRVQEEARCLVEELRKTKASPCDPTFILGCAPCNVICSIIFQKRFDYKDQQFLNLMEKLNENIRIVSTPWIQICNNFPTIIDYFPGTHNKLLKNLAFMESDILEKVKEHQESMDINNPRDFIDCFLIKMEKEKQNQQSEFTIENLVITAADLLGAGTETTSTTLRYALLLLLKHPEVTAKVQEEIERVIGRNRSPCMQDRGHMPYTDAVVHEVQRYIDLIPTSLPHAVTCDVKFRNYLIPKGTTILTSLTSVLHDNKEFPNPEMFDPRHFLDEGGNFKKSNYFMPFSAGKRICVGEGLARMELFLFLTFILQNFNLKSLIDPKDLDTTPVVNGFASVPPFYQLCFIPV
TNFa cytotox: cytotoxicity in TNFa-stimulated HUVEC, primary screen, cytotoxicity control for VCAM1 expression modulator project, imaging, Hoechst nuclei count; cell count reduction, % at 2 µM; AID 848, 2007; 93,000 tested, 0.17% active; HUVEC TNFalpha-stimulated, Hoechst cell count;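 active = cell count reduction exceeding the screen mean by over 5 SD, scaled to untreated wells per plate, cut at about 78% in these data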;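 also: cells counted after 24 h of TNF alpha exposure following the 1 h pretreatment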
CYP2C9 act: human CYP2C9 activators, primary screen, biochemical, luminescence | Cytochrome P450 2C9 (Homo sapiens), P11712 | recombinant CYP2C9, luciferin-H conversion; hits give high values; factor 1 = untreated enzyme, 0 = blocked | activation factor at 5 µM | 96,000 tested, 1.4% active | AID 1024, 2008;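 active = activation factor of 2 or more for CYP2C9 at a 5 µM dose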;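 also: 0 = sulfaphenazole-blocked wells and 1 = vehicle-only wells; values of inactives mirror those of a sister screen read the other way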
HUVEC tox IL1B: cytotoxicity in IL-1B stimulated HUVEC, primary screen, cytotoxicity control for IL-1B NFkB translocation project, imaging, Hoechst nuclear count, IL-1B stimulus. 94,000 tested, 0.41% active. HUVEC cell count loss. cell count reduction, % at 2 µM;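 active = cell count reduction more than 3 SD above the screen-wide mean, cut at about 70% in these data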;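 also: normalized per plate to untreated control cells as the no-loss baseline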
CYP2C9 inh: blockers of cytochrome P450 2C9 activity – biochemical, luminescence, ADME assay, primary screen. 96,000 tested, 20% active. AID 777, 2007. CYP2C9 Supersomes, luciferin-H conversion. inhibition, % at 5 µM. P11712;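 active = blocking of liver enzyme CYP2C9 beyond about 50% at 5 µM, limit read from the data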; also: values of inactives mirror those of a sister screen read the other way
CYP2C19 inh: blockers of cytochrome P450 2C19 activity – biochemical, luminescence, ADME assay, primary screen | CYP2C19 Supersomes, luciferin-H EGE luminescence, 30 min | inhibition, % at 5 µM | 96,000 tested, 21% active | AID 778, 2007;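 active = CYP2C19 inhibition above a set limit at 5 µM in the primary screen, cut at about 50% in these data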;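 also: plate controls were negative control wells for no effect and 2.5 mM tranylcypromine positive control for full effect; values of inactives mirror those of a sister screen read the other way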
VCAM1 TNFa inh: inhibitors of TNFa-induced VCAM1 expression, primary screen, imaging, HUVEC, TNFa stimulus, immunofluorescence. 95,000 tested, 0.48% active. HUVEC TNFa-induced VCAM-1 immunofluorescence, high-content imaging. inhibition, % at 2 µM;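 active = inhibition above the batch mean plus 3 SD, with images confirmed as a hit by eye, cut at about 37% in these data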;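 also: 0% = TNF-stimulated DMSO wells and 100% = unstimulated control wells; not every result past the cut was called active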
An asterisk follows results filed as active; nt = not tested or not shown. Random draw from the library. Share with any hit: about 29%.

SMILES	hDAT+cocaine	Candida biofilm	CYP2C19 act	TNFa cytotox	CYP2C9 act	HUVEC tox IL1B	CYP2C9 inh	CYP2C19 inh	VCAM1 TNFa inh
c1ccc(N2CCN(c3ncccn3)CC2)cc1	0.62	2	0.7	-11	0.7	4	26	29	-12
CCC1(C)N([O-])C(C)=C(c2ccccc2)[N+]1=O (stereo unspecified)	-0.51	4	1	-6	0.8	nt	24	4	-4
COc1ccc(CC(=O)Nc2ccc(-c3noc(-c4cccc(OC)c4)n3)cc2)cc1	0.65	-3	0.9	10	0.8	13	23	12	39*
COC(=O)[C@H](CCSC)NC(=O)NCc1cccs1	-0.67	11	1	nt	0.9	-6	6	4	nt
CCN(CC)c1ccc(CNc2ccc(Br)cn2)cc1	-0.31	-1	0.2	-8	0.4	-7	63*	80*	-20
COc1cccc(C(=O)CSc2nnc(-c3cc(OC)c(OC)c(OC)c3)o2)c1	-0.16	nt	0.7	2	1	24	3	27	-10
COC(=O)c1ccc(C(=O)OC)c(NC(=O)Nc2ccc3c(c2)OCO3)c1	-0.007	8	1.1	-15	1	2	-3	-5	-17
NC(=O)C1CCN(C(=O)CN2CCN(c3cccc(C(F)(F)F)c3)CC2)CC1	-1.1	-8	1.1	-40	1	-158	0	-6	1
Cc1cc(C)n2nc(SCC(=O)c3ccccc3)nc2n1	0.69	nt	0.4	-14	0.7	-30	29	59*	8
COc1cccc(-c2nn(-c3ccccc3)cc2C(=O)Nc2nccs2)c1	-0.46	4	0.8	11	0.5	-51	46	18	-13
Cc1cc(NC(=O)C2CCCCC2)n(-c2nc3ccccc3[nH]2)n1	-0.31	-1	0.7	-1	0.3	2	71*	31	9
Cc1ccc(S(=O)(=O)c2c(N)n(CCCO)c3nc4ccccc4nc23)cc1	0.73	4	0.1	-3	0.1	-19	92*	92*	5
Cc1ccc(-n2cc3c(-c4cccc(Br)c4)nnc(C)c3n2)cc1	1.2	nt	0.2	-17	0.1	7	92*	77*	-5
Cn1c(=O)cc(OCC(=O)NCCCN2CCN(Cc3ccccc3)CC2)c2ccccc21	-1.2	4	0.9	5	1.1	12	-13	10	15
CCN(CC)CCCNC(=O)C1c2ccccc2C(=O)N1Cc1ccc(C)cc1 (stereo unspecified)	0.34	5	1.2	-3	1.1	11	-10	-16	1
CC1Cc2nc(SCC(=O)NCCc3ccccc3)n(C)c(=O)c2S1 (stereo unspecified)	0.52	nt	nt	-20	nt	-6	nt	nt	23
O=C(O)c1ccccc1SCC(=O)N1CCCCC1	-1.7	2	1.1	21	0.9	39	10	-5	-5
COc1ccc2c(c1)cc1n2CCN=C1N	0.44	5	0.9	-19	0.9	-7	10	6	-34
Cc1c(CN2CCC(C)CC2)c(=O)n(-c2ccccc2)n1C	-0.17	6	1	-8	1.1	2	-8	0	12
O=C(O)CCC(=O)NCC1OCCc2ccccc21 (stereo unspecified)	-0.43	-4	1.2	-25	1.2	16	-24	-18	7
CC1CCCC(C)N1C(=O)CSc1nc(N)c(-c2ccccc2)c(=O)[nH]1 (stereo unspecified)	0.89	6	1.2	-14	1.1	13	-8	-19	-4
CCCCNC(=O)Oc1cccc(N2CCCC2=O)c1	0.055	4	1	-19	1.2	-8	-15	2	6
CCOc1ccccc1-c1nc(-c2cc3ccccc3nc2OC)no1	-0.095	-10	0.9	-26	1	-26	0	6	10
Cn1c(SCCCC(=O)c2ccccc2)nnc1-c1ccncc1	-0.0066	7	0.3	-21	0.5	-2	54*	68*	8
CCCc1cc(C(=O)Nc2cc(OC)c(Cl)cc2OC)no1	nt	1	0.9	-21	1	-86	0	6	11
O=C(c1ccc2c(c1)OCCO2)C1CCN(C(=O)c2ccc(F)c(F)c2)CC1	-0.89	8	0.2	13	0.5	-16	47	75*	-4
NC(=O)C1(S(=O)(=O)c2ccccc2)CCCCC1	0.18	9	0.6	-3	1	-32	-3	38	-8
Cc1cc(=O)n2c3ccccc3n(CC(O)CN3CCCCC3)c2c1C#N (stereo unspecified)	-0.85	nt	0.9	-1	1.1	3	-11	8	5
O=C(Nc1nc(-c2ccccc2Cl)cs1)c1cccnc1	-0.71	6	0.7	-7	1	-16	-2	26	-6
CC(C)(C)OC(=O)N[C@@H](Cc1c[nH]c2ccccc12)c1nnc(SCC(N)=O)o1	0.61	3	0.8	-29	0.7	6	28	23	-23
COc1ccc2c(C)nc(Nc3nc(C)cc(=O)[nH]3)nc2c1	nt	7	nt	18	nt	18	nt	nt	-13
Cc1cc(C(=O)CN2C(=O)NC(c3ccccc3)(c3ccccc3)C2=O)c(C)n1Cc1ccccc1	0.84	5	0.7	36	0.3	-3	70*	29	6
Cc1cccc(-n2c(CNC(=O)c3ccc(S(=O)(=O)N4CCCC4)cc3)n[nH]c2=S)c1	-0.13	3	0.5	-24	0.9	-13	5	53*	1
O=C(COC(=O)c1ccccc1F)c1ccc(-n2nncc2-c2ccco2)cc1	0.37	4	0.7	-3	0.5	-18	45	34	10
CCn1c(=O)cc(C(=O)OC)sc1=Nc1ccc(F)c(F)c1	0.59	8	0	-20	0.3	5	75*	98*	8
CN1/C(=C/C2CC(=O)N(c3cccc4ccccc34)C2=O)C(C)(C)c2ccccc21 (stereo unspecified)	1.5	-1	0.8	-6	0.7	6	34	21	16
Cc1cc(C)nc(SCCCn2c(=O)[nH]c3ccccc32)n1	0.29	3	0	48	1.4	-14	-39	97*	-7
Fc1ccccc1COc1ccc(Br)cc1CNCc1ccncc1	1.8	nt	0	-5	0.2	-2	84*	99*	3
Cc1cc(C)c(C#N)c(SCC(=O)c2cc(C)n(CCc3ccccc3)c2C)n1	0.61	-2	0.2	-19	0.2	24	85*	82*	13
Cc1cnc(C(=O)OCC(=O)NC(C)C)cn1	-0.7	5	1	-19	0.7	nt	29	-1	-1
COc1ccccc1NC(=O)c1nnn(Cc2ccccc2)c1NC(=O)C(F)(F)F	0.15	5	0.6	6	0.3	5	71*	45	2
CC(c1ccccc1)N1CC(C(=O)NC2CCCC2)CC1=O (stereo unspecified)	-0.14	5	1.1	-14	0.9	-1	6	-8	6
Cc1ccccc1NC(=O)c1cnc(Nc2nc3ccccc3s2)nc1C	0.34	nt	1.1	-5	1	-7	-4	-6	10
CCOc1ccc(/C=C2\C(=O)c3ccccc3OC2c2ccccc2)cc1 (stereo unspecified)	-0.39	nt	0.5	-21	0.6	-4	42	52*	6
CCOC(=O)C(Sc1nnc2c3ccccc3n(CC)c2n1)C(=O)OCC	-0.74	-5	0.7	-2	0.6	-22	36	32	8
CCCc1nc(N)nc2c1C(=O)CC(C)(C)C2	-0.035	-1	0.9	nt	1.4	nt	-35	8	nt
CCOc1ccccc1C1C(C#N)=C(N)SC(N)=C1C#N	nt	-1	0.5	nt	1.1	-23	-7	52*	nt
CCOCC(=O)N1CCN(c2ccc(F)cc2)CC1	0.0074	5	0.8	1	1	-26	3	19	32
Cc1ccc(C(=O)Nc2nnc(C)s2)o1	-0.013	nt	1	-28	1.2	-2	-16	-1	2
COc1ccc(-c2cn(-c3ccc(C)cc3)c(=O)n2CC(=O)Nc2cccc(F)c2)cc1	-0.11	8	0.8	-6	0.6	14	43	17	-10
O=C(c1cccc(S(=O)(=O)N2CCCC2)c1)N1CCN(c2ccccc2)CC1	1.1	-3	0.3	2	0.6	14	43	67*	-10
Cc1ccc(S(=O)(=O)NC(CC(C)C)C(=O)NCc2ccco2)cc1 (stereo unspecified)	0.2	-2	0.5	-28	0.4	21	56*	54*	6
CCc1c(C)c(C#N)c2nc3ccccc3n2c1NCc1ccco1	-0.42	4	0.6	nt	0.3	-17	71*	42	13
CCn1nnnc1SCC(=O)N1c2ccccc2CCc2ccccc21	-0.039	8	0.1	18	0.3	17	71*	91*	2
Cc1ccc(N=Nc2c(=O)[nH]n3c(C)cc(C)nc23)cc1	-0.48	nt	1	-21	0.9	9	5	2	13
O=C(CSc1ncccn1)N/N=C/c1cccs1	-0.19	nt	0.9	-9	0.9	nt	11	14	19
C=CCn1c(=O)c(C(=O)NCCNCC)c(O)c2ccccc21	-0.51	6	1	-20	1	18	4	5	14
CCSc1nnc(NC(=O)CSc2nc3c(c(=O)n2-c2ccccc2)SCC3)s1	-0.76	nt	nt	-24	nt	-19	nt	nt	-2
CCOC(=O)C1CCN(C(=O)COc2ccc(S(=O)(=O)NC(C)(C)C)cc2)CC1	0.78	-2	1	7	0.8	-7	19	2	12
O=C(CSc1nnnn1C1CCCC1)Nc1ccc2c(c1)OCO2	-1.1	4	0.6	-29	0.5	-17	55*	39	-26

Among those listed so far, these contain bromine.
SMILES	hDAT+cocaine	Candida biofilm	CYP2C19 act	TNFa cytotox	CYP2C9 act	HUVEC tox IL1B	CYP2C9 inh	CYP2C19 inh	VCAM1 TNFa inh
CCN(CC)c1ccc(CNc2ccc(Br)cn2)cc1	-0.31	-1	0.2	-8	0.4	-7	63*	80*	-20
Cc1ccc(-n2cc3c(-c4cccc(Br)c4)nnc(C)c3n2)cc1	1.2	nt	0.2	-17	0.1	7	92*	77*	-5
Fc1ccccc1COc1ccc(Br)cc1CNCc1ccncc1	1.8	nt	0	-5	0.2	-2	84*	99*	3

2 of these compounds in a different format.
Second line of a record – hDAT+cocaine	Candida biofilm	CYP2C19 act	TNFa cytotox	CYP2C9 act	HUVEC tox IL1B	CYP2C9 inh	CYP2C19 inh	VCAM1 TNFa inh
Cc1ccc(S(=O)(=O)NC(CC(C)C)C(=O)NCc2ccco2)cc1 (stereo unspecified)
 : 0.2	-2	0.5	-28	0.4	21	56*	54*	6
COc1ccc(-c2cn(-c3ccc(C)cc3)c(=O)n2CC(=O)Nc2cccc(F)c2)cc1
 : -0.11	8	0.8	-6	0.6	14	43	17	-10

More entries follow.
SMILES	hDAT+cocaine	Candida biofilm	CYP2C19 act	TNFa cytotox	CYP2C9 act	HUVEC tox IL1B	CYP2C9 inh	CYP2C19 inh	VCAM1 TNFa inh
COc1ccc(-n2c(C)cc(C=O)c2C)cc1Cl	0.89	6	0.4	-11	0.8	-16	16	59*	24
CCOC(=O)N1CCN(C(=O)c2ccc3c(=O)n(CCc4ccccc4)c(=S)[nH]c3c2)CC1	-0.23	2	0.3	-9	0.3	16	71*	72*	-1
COc1ccc(OC)c(Nc2nc(N)nc(-c3cc4ccccc4o3)n2)c1	0.22	8	1	-35	1.3	-32	-25	-2	8
COCc1[nH][nH]c(=O)c1C=Nc1ccc(Cl)cc1	-0.66	0	1	-18	1.5	2	-47	-2	9
Cc1ccc2nc(-c3sc4nc(C)cc(C)c4c3N)[nH]c2c1	-0.53	-2	nt	-22	nt	7	nt	nt	-4
CC(C)OP(=O)(c1ccc(N(C)C)cc1)C(O)c1ccccc1 (stereo unspecified)	1	2	0.6	8	1.1	4	-6	39	18
Cn1c(SCC(=O)N2CCc3ccccc32)nc2cccnc21	1.8	10	0.2	8	0.6	-20	37	82*	26
COc1ccccc1NC(=O)NC1(C(=O)N2CCC(O)CC2)CCCCC1	-0.34	3	1.1	-22	1	-12	2	-6	0
COc1cc(C(=O)Nc2nc3ccccc3s2)ccc1OCc1c(C)noc1C	-1.9	2	1	-14	0.6	2	45	2	3
COc1cc(-c2nnc(COC(=O)CSc3cc(C)c4ccccc4n3)o2)cc(OC)c1OC	0.8	10	0.6	-4	0.8	-2	15	36	-2
